PI4K2A block: PI4K2A (human) kinase inhibition | AID 1346378 | purified PI4K2A, ADP-Glo luminescence, 1 h; active compounds read low | Q9BTU6 | activity change, negative = inhibition, % at 76.9 µM | 0.13% of 420,000 active; in the data active means activity change below about -50%; inconclusive means mostly about -30% to -49%;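 further: -100% = wells without enzyme as full effect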
Target sequence (Q9BTU6 whole entry, looked up): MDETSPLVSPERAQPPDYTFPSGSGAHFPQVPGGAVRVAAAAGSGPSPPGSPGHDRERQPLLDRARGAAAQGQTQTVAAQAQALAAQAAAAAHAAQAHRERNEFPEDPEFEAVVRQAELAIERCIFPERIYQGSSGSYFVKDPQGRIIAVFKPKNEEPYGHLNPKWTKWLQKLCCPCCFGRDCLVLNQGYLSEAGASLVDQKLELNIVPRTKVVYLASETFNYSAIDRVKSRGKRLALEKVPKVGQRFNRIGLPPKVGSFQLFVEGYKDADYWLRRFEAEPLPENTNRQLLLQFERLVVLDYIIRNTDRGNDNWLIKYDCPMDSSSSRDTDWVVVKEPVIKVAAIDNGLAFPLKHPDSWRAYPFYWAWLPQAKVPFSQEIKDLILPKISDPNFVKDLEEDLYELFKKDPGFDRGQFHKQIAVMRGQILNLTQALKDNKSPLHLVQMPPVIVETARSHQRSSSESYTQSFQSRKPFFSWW
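In this quantitative HTS, ADP production by PI4K2A was quantified luminescently after 1 h at ambient temperature; 100 microM adenosine served as plate-quality control.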
BAZ2B inh: BAZ2B (human) inhibition; 4.4% of 360,000 active; AlphaScreen BAZ2B-H3K14Ac peptide displacement; Potency, µM (series often up to 114 µM), without a hit: at the top dose activity change, negative = inhibition, usual class: inhibitors; Q9UIF8; further: potency means the concentration at half of the fitted maximal effect; on the % scale 0 is the no-effect control and ±100 the full control effect; nearly all actives have a fitted effect of over 60% in size
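Inhibition is scored as reduced AlphaScreen emission. The BAZ2B/b-H3(5-23)K14Ac complex (50 nM each) in PBS pH 7.4, 0.01% Tween-20 meets compound (up to 110 uM) for 30 min at RT before bead addition.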
Pin1 inh: blocks the human prolyl isomerase Pin1 | Q13526 | Pin1 FP peptide displacement, HiFluor488, 10 min | Potency, µM (series often up to 115 µM), for inactives: at the highest dose activity, negative = inhibition, usual class: inhibitors | 0.009% of 390,000 active | AID 504891; active means well fitted inhibition curve with a large enough effect in the polarisation, with a control signal flat, not every such curve was filed as active; inconclusive means small, poorly fitted or top-dose-only effect, or effect the other way, or a change in a side signal; inactive means no such curve, though single readings can be large or run the other way; the % refers to the polarisation; further: potency means the concentration at half of the fitted maximal effect; on the % scale 0 is the no-effect control and ±100 the full control effect
Target sequence (Q13526 whole entry, looked up): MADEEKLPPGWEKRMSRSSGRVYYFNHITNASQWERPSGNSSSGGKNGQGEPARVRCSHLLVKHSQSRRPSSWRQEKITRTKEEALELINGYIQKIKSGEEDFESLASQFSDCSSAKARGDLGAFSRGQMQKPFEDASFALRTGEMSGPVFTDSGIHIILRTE
GLS inh: glutaminase GLS (human) inhibition | GLS enzymatic activity, qHTS titration | Potency, µM (top dose mostly 45.5 µM), inactives show at the highest dose activity change, negative = inhibition, hits mostly inhibitors | 0.21% of 410,000 active; further: potency means the concentration at half of the fitted maximal effect; on the % scale 0 is the no-effect control and ±100 the full control effect
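hKGA in 45 mM KH2PO4 pH 8.2, 0.02% Tween-20 with pin-transferred compounds; 1 mM L-glutamine (stock) plus glutamate oxidase/HRP/Amplex Red coupling added. Fluorescence read initially and after 30 min at RT.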
G9a block: blocks human histone lysine methyltransferase G9a; 8.8% of 350,000 active; Potency, µM (top dose mostly 102 µM), without a hit: at the top dose activity, negative = inhibition, most hits filed as inhibitors; G9a H3K9 monomethylation, AlphaScreen, 2 h; further: potency means the concentration at half of the fitted maximal effect; on the % scale 0 is the no-effect control and ±100 the full control effect; nearly all actives have a fitted effect of over 75% in size
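G9a (20 nM) preincubated 15 min RT with compounds, then 500 nM biotinylated H3K9 peptide and 20 uM SAM added; 2 h RT reaction. Monomethyl-H3K9 product detected by AlphaScreen with anti-H3K9me1 antibody, streptavidin donor and anti-rabbit IgG acceptor beads.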
ERG Ets-DNA blk: inhibitors of human ERG Ets domain-DNA interaction | P11308 | fluorescence polarization, His-ERG Ets domain / labelled DNA | Potency, µM (series often up to 76.9 µM), for the others: top-dose FP activity, negative = inhibition, hits mostly inhibitors | 0.028% of 370,000 active; active means well fitted inhibition curve with a large enough effect in the polarisation, with a control signal flat; inconclusive means small, poorly fitted or top-dose-only effect, or effect the other way, or a change in a side signal; inactive means no such curve, though single readings can be large or run the other way; the % refers to the polarisation;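 further: polarization taken with two DNA probes labelled with fluorescein and Texas red; potency means the concentration at half of the fitted maximal effect; % of control where 0% means no effect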
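His-tagged ERG Ets domain (1 uM in the protein solution; 300mM KCl, 50mM Tris-HCl, 1mM EDTA, 1mM DTT, pH 7.5) received compound, then a probe mix of 5 nM fluorescein-DNA and 100nM Texas-615-DNA. Fluorescence polarization was read for both dyes.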
HP1b chromo inh: HP1-beta chromodomain-methylated histone interaction inhibition; P83916; AlphaScreen HP1-beta / biotin-H3K9me3 peptide binding; Potency, µM (titrated, usually from 114 µM), for the others: top-dose activity change, negative = inhibition, usual class: inhibitors; 0.56% of 390,000 active; AID 540317; further: potency means the concentration at half of the fitted maximal effect; nearly all actives have a fitted effect of over 70% in size; inactives centre near 23
Target sequence (P83916 whole entry, looked up): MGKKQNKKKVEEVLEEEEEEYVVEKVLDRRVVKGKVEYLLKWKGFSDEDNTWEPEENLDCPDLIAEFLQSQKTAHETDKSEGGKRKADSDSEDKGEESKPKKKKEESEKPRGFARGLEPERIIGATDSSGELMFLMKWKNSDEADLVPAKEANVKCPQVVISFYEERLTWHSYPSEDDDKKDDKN
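Compound inhibition of the preformed complex between 50 nM HP1-beta and 50 nM biotinylated H3K9me3 peptide was read by AlphaScreen. Buffer was PBS pH 7.4 with 0.01% Tween-20. Incubations ran 30 min at room temperature, with 10 ug/mL donor/acceptor beads.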
JMJD2A Tudor inh: JMJD2A Tudor domain (human) inhibition. AID 504339. 4.4% of 390,000 active. Potency, µM (titrated, usually from 114 µM), for the others: at the top dose activity change, negative = inhibition, most hits filed as inhibitors. AlphaScreen JMJD2A-Tudor / H3K4me3 peptide binding. O75164; further: potency means the concentration at half of the fitted maximal effect; on the % scale 0 is the no-effect control and ±100 the full control effect; nearly all actives have a fitted effect of over 50% in size
PGK inhibitor: inhibitors of T. brucei phosphoglycerate kinase | Potency, µM (top dose mostly 57.5 µM), for inactives: at the top dose activity change, negative = inhibition, hits mostly inhibitors | P07378 | AID 602233 | 0.043% of 380,000 active | PGK/GAPDH coupled, Kinase-Glo luminescence, 60 min; further: potency means the concentration at half of the fitted maximal effect; on the % scale 0 is the no-effect control and ±100 the full control effect; nearly all actives have a fitted effect of over 60% in size
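Luminescent ATP detection (Kinase-Glo Plus) follows a 60-minute room-temperature incubation, with wells lacking PGK as controls. Buffer: 100 mM TEA (pH 7.6), 5 mM MgCl2, 0.01% Tween-20. Coupling enzyme GAPDH (100 nM final) supplies unstable 1,3-BPG in-well.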
Active calls of the source: *; i = inactive; ? = inconclusive; . = not tested or not shown; & = joins results of further samples; [ ] = another dose, or the depositor's remark. Unless noted, the call rests on the fitted dose curve; in most records, active means well fitted curve in the direction sought with a large enough effect; inconclusive means small, poorly fitted or top-dose-only effect, or another doubt; inactive means no such curve, though single readings can be large; an effect the other way counts as inactive or inconclusive.

SMILES	PI4K2A block	BAZ2B inh	Pin1 inh	GLS inh	G9a block	ERG Ets-DNA blk	HP1b chromo inh	JMJD2A Tudor inh	PGK inhibitor
CC(=O)NC1=NN(C(C)=O)C(c2ccc(F)cc2)S1 (centres undefined)	-0.2	4.2%	-8.5%	0.9%	1.6%	18.1%	22.5%	-31.5%	-13.4%
Cc1ccc(NC(=O)c2ncn(CC(=O)N[C@H](C)c3cccc4ccccc34)n2)cc1C	-2.3	.	15.5%	-0.3%	.	-2.2%	20.9%	-24.5%	i
O=C(NCc1ccco1)c1nc2c(nnn2Cc2cccc(Cl)c2)c(=O)[nH]1	1.2	-1.1%	-9.5%	4.5%	-12.6%[12.7 µM]	.	7.0%	-33.1%	3.9%
COc1ccc(S(=O)(=O)N2CCOCC2)cc1NC(=O)c1cccc(-n2cccc2)c1	?	?	?	74.3%[activator]	28.2µM*	7.1%	-24.6%	?	-14.3%
COc1cc(C(=O)N2CCN(C(=O)C3CCCO3)CC2)cc(OC)c1OC (centres undefined)	-3.0	7.0%	-5.8%	4.0%	8.9%[2.33 µM]	.	11.7%	-12.5%	-1.8%
CC(C)(C)c1ccc(-c2nnc(SCC(=O)NCC3CCCO3)n2N)cc1 (centres undefined)	-2.9	.	-10.5%	5.9%	.	-2.0%	22.2%	-11.8%	5.1%
COc1cccc(OCC(=O)Nc2ccccc2-c2ccccc2)c1	-13.7	50.9%[activator]	17.9%	-2.7%	292.9%[activator]	5.5%	69.4%[activator]	4.5%[11.4 µM]	i
Cn1c(-c2ccccc2)cc2c3no[n+]([O-])c3ccc21	-19.0	-12.6%	-1.0%	8.7%	2.2%	-1.1%	-10.6%	-16.8%	-7.1%
CCCCC(c1nnnn1CS(=O)(=O)c1ccc(C)cc1)N1CCN(c2ccccc2)CC1 (centres undefined)	-12.7	-1.5%	0.0%	2.2%	?	6.6%	5.5%	?	i
Cc1ccccc1CC(=O)Nc1ccc(C(=O)N2CCCC2)cc1	-3.3	-30.4%	-0.9%	4.7%	?	1.7%	7.9%	-6.9%	6.2%
Cc1ccoc1C(=O)Nc1ccc(CC(=O)O)cc1	-13.2	?	-1.2%	-5.6%	-5.9%[59 µM]	-7.7%	20.5%	-0.7%	-23.4%
CCC1CCCCN1CCCNC(=O)C1CCN(S(=O)(=O)N2CCCCC2)CC1 (centres undefined)	0.5	7.7%	6.7%	11.9%	26.4%[0.501 µM]	.	19.2%	-10.1%	9.3%
Cc1ccc(NC(=O)CCNS(=O)(=O)c2ccc(Br)s2)cc1	-3.4&-3.6	8.8%&-1.2%	9.9%&0.7%	-13.2%&0.2%	12.7%	-5.4%&-4.6%	4.1%&41.7%	-33.0%&-4.1%	1.1%&-7.8%
O=C(COC(=O)c1ccc(O)cc1)Nc1cccc(S(=O)(=O)NC2=NCCCCC2)c1	-8.7	-6.1%	-2.0%	-3.9%	.	-3.0%	0.7%	-9.7%	-10.0%
C/C=C/C=C/C(=O)OCC(=O)Nc1ccc(Cl)cc1	-6.8	-8.0%	5.6%	0.9%	3.7%	12.5%	31.4%	-9.1%	11.6%
Cc1ccc(NC(=O)COC(=O)c2cc(-c3cccs3)nn2-c2ccccc2)cc1[N+](=O)[O-]	1.6	-37.4%	-3.2%	-5.2%	?	-9.8%	26.0%	-10.6%	i
CNC(=S)N(CCc1c(C)[nH]c2ccc(C)cc12)Cc1ccc(OC)c(OC)c1	1.3	31.6µM*	3.6%	1.6%	50.1µM*	12.3%	-1.5%	?	1.0%
CC(C)(C)C(=O)CSc1nccc(=O)[nH]1	-3.5	4.3%	-6.6%	-0.1%	-39.2%	.	33.2%	-8.7%	-10.7%
O=C(CCn1cnnn1)Nc1cc(C(F)(F)F)cc(C(F)(F)F)c1	-3.6	-1.3%	?	-2.4%	8.0%[59 µM]	3.1%	35.5%	-6.3%	-0.2%
Cc1cc(C(=O)NCCN2CCCCC2C)n(-c2ccccc2)n1 (centres undefined)	1.7	-4.9%	-1.1%	5.9%	2.0%[59 µM]	2.4%	58.8%[activator]	-8.3%	i
Cc1ccc(SCc2ccc(C(=O)N3CCCCC3)cc2)cc1	-6.0	0.6%	-8.6%	0.8%	26.3%	-3.6%	6.0%	6.5%	-6.1%
Cc1cc(Oc2nc3c(C)cccn3c(=O)c2/C=C(\C#N)S(=O)(=O)c2ccccc2)ccc1Cl	4.0	-16.2%	-4.5%	1.3%	0.9%[59 µM]	-1.0%	13.1%	-5.9%	-4.2%
CC1CCC(NC(=O)C2CCC(CNS(=O)(=O)c3cccc4nsnc34)CC2)CC1 (centres undefined)	-3.2	-2.2%	?	-2.5%	10.9%	-7.7%	15.3%	-17.9%	-8.1%
CCc1ccc(NC(=O)C2CCN(S(=O)(=O)c3cccs3)CC2)cc1	16.0	2.1%	8.1%	11.7%	-2.8%	6.7%	39.4%[activator]	-12.1%	2.5%
Cc1nnc(NC(=O)CSCc2cc(=O)c3cc(Cl)ccc3[nH]2)s1	-5.1	-0.1%	0.9%	1.9%	4.3%[59 µM]	1.2%	23.0%[57 µM]	-11.7%	-7.1%
CCCCNc1c(-c2ccc(SC3CCCCC3)cc2)nc2ccccn12	-6.1&-6.1	?	?	8.1%&6.5%	1.5%[12.7 µM]	-4.6%	17.4%	?	8.7%
CC(C)NC(=O)c1sc2nc3c(c(-c4cccs4)c2c1N)CN(C)CC3	-4.8	8.4%	?	13.0%	14.3%[12.7 µM]	0.1%	24.6%	-26.2%	5.1%
CCOc1ccc(S(=O)(=O)NCCC(=O)OCN2C(=O)c3ccccc3C2=O)cc1	2.1	3.9%	-1.6%	-3.6%	-0.9%	-4.1%	20.5%	-0.7%	6.3%
CC(C)N(Cc1ccccc1)C(=O)c1cnc2n(c1=O)CCS2	4.3	9.9%	-6.4%	-7.6%	-15.0%[59 µM]	-0.2%	23.5%	-17.4%	-0.2%
CCOc1ccc(NC(=O)COC(=O)C2CCC(=O)N2)c([N+](=O)[O-])c1 (centres undefined)	-4.2	7.2%	-1.0%	9.9%	?	4.8%	10.8%	-6.9%	-3.4%
O=C(NNC(=S)NC(=O)c1cccnc1)c1ccc(Cl)cc1	4.2	9.2%[57.1 µM]	-8.9%	10.8%	22.4µM*	18.3%	-17.4%	?	-8.0%
COCCNC(=O)C(=O)Nc1ccc2nc3n(c(=O)c2c1)CCCCC3	-10.6	3.9%	2.7%	-1.4%	-0.9%[59 µM]	12.5%	39.8%	5.7%	-4.2%
COc1ccc(NC(=O)CCOc2ccc(C)cc2)cc1S(=O)(=O)N1CCOCC1	-3.4	-10.0%	-0.3%	0.1%	5.1%[12.7 µM]	-19.2%	33.1%	-1.5%	-5.9%
Cc1ccc2oc(=O)n(CC(=O)O)c2c1	3.2	-1.8%	-7.1%	0.4%	-41.0%	-5.1%	34.3%	-30.3%	-0.6%
Cc1ccc(NCN2C(=O)C3CC=C(Cl)CC3C2=O)cc1 (centres undefined)	0.2	12.5%	-0.2%	20.9%	17.4%	7.2%	16.3%	-19.0%	-6.5%
Cc1ccc(SCc2nc(-c3ccc(C(=O)NCCc4ccc(Cl)cc4)cc3)oc2C)cc1	-0.6	0.0%	-3.3%	-0.5%	3.7%[59 µM]	1.2%	44.6%[activator]	15.2%	-0.4%
Cc1cc(N(CC(=O)NC(C)C)S(C)(=O)=O)ccc1Br	-5.1	0.2%	1.2%	-11.0%	-32.4%	-18.7%	25.6%	-4.9%	-0.7%
O=C(N/N=C/c1ccccc1OCc1ccccc1)c1cccs1	6.8	1.6%	10.3%	8.0%	-0.6%[59 µM]	-1.3%	11.9%	-6.4%	5.1%
O=C(O)C1CCCCC1C(=O)NCc1ccccn1 (centres undefined)	2.3	-36.7%	-0.5%	2.0%	52.0%[activator][12.7 µM]	-11.6%	22.5%	-9.7%	-7.8%
Cc1cc(C)n(-c2ccc(C(=O)OC(C)C)cc2)n1	0.6	94.3%[activator]	6.3%	23.3%	-6.0%[59 µM]	.	20.5%	1.7%	-9.8%
CC(C)CCNC(=O)C(c1ccco1)N(CCCO)C(=O)Cn1nnc(-c2ccc(F)cc2)n1 (centres undefined)	4.5	-19.0%	-4.5%	-9.6%	0.2%	-0.9%	37.0%[activator]	-14.7%	i
COc1cccc(CN(C)C(=S)Nc2cccc(C)c2)c1	1.9	6.1%	-0.5%	-10.2%	?	5.7%	28.9%	0.7%[57.1 µM]	5.8%
COc1ccccc1NC(=O)c1cc(Cl)ccc1NC(=O)c1ccco1	-0.4	3.6%	9.3%	4.7%	7.5%[12.7 µM]	4.1%	49.8%[activator]	-1.7%	-1.9%
Cc1ccc(CNC(=O)Cn2c(=O)n(Cc3ccccc3)c(=O)c3sc4ccccc4c32)cc1	-1.2	-2.7%	-2.7%	16.9%	8.8%[59 µM]	-8.6%	28.5%	-12.9%	3.3%
CC(C)(C)c1cc(NS(=O)(=O)c2cccs2)no1	10.2	-19.1%	1.0%	2.8%	.	-2.3%	31.3%	-11.6%	-0.4%

Bioassay records as filed in PubChem BioAssay.
